Compound activity: PubChem BioAssay, National Center for Advancing Translational Sciences (NCATS)
RXFP1 antagonist: antagonists of human relaxin receptor RXFP1; HEK293-RXFP1, relaxin-stimulated cAMP HTRF, 30 min; hits give low values; 350,000 compounds, 0.59% hits; Q9HBX9; activity change, negative = inhibition, % at 57.5 µM;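 active = activity change of -60% or lower, but not beyond a set lower limit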; note: % is set by controls: 0 for no effect and ±100 for the full control effect
D1 agonist: agonists of human D1 dopamine receptor; HEK293 T-REx D1 cells, calcium flux, agonist mode; 360,000 compounds, 1% hits; P21728; activation, % at 2 µM; note: 0% is about no effect
Target sequence (P21728 whole entry, looked up): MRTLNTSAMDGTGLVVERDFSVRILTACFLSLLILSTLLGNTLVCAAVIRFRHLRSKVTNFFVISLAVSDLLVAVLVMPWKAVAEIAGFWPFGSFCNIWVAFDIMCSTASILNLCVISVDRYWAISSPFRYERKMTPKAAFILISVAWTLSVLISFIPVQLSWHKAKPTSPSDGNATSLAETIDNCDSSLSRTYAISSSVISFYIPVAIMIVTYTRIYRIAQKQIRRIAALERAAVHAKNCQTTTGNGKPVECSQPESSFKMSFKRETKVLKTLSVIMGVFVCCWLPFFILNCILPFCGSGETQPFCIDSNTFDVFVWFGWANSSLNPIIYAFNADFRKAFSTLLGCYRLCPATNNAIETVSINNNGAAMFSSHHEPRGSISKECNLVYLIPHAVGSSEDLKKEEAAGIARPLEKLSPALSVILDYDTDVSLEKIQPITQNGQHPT
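Inducible HEK293 T-REx D1 cells, force-coupled to calcium signalling, were plated at 4000 cells/well with tetracycline and held overnight at 30 C. After no-wash calcium dye loading, compound-evoked calcium rise over 180 s flagged agonists.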
D2 antag: antagonists of human D2 dopamine receptor. HEK293 TREx D2 cells, calcium flux, dopamine EC80. inhibition, % at 10 µM. 340,000 compounds, 2% hits. AID 485344. P14416; in the data active = inhibition above about 30%; note: 0% is about no effect
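Antagonism is scored as inhibition of an EC80 dopamine-evoked calcium signal in a force-coupled, tetracycline-inducible HEK293 T-REx D2 line, with compound present 180 s before agonist.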
D1 potentiator: enhances dopamine response at the human D1 receptor. P21728. HEK293 TREx D1 cells, calcium flux, dopamine EC20 potentiation. potentiation, % at 10 µM. 360,000 compounds, 0.036% hits; in the data active = potentiation above about 30%; note: 0% is about no effect
TRHR agonist: activates the human TRH receptor; P34981; TRHR cells, calcium flux fluo-8, FDSS agonist mode; activation, % at 2 µM; 360,000 compounds, 0.18% hits; note: 0% is about no effect
Target sequence (P34981 whole entry, looked up): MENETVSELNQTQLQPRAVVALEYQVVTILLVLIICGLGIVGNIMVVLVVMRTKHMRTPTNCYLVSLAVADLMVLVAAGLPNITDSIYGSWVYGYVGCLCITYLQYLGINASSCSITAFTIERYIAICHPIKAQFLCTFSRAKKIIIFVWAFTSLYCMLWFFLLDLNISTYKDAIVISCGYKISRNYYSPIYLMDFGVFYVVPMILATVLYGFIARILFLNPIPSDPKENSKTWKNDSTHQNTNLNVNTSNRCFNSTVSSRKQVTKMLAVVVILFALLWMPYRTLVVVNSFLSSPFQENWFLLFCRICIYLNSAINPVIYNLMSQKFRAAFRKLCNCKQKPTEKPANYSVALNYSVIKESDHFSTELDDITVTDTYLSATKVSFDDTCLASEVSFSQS
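In this calcium-flux screen, cells bearing human TRHR are dye-loaded with fluo-8, baselined for 10 cycles, then exposed to library compounds; positive kinetic calcium responses during the agonist phase mark hits, with TRH as control.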
TRHR PAM: allosteric enhancers of human TRH receptor; enhancement, % at 2 µM; 360,000 compounds, 0.66% hits; AID 493056; P34981; TRHR cells, fluo-8 calcium fluorescence, EC20 TRH enhancement; in the data active = enhancement above about 30%; note: 0% is about no effect
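Enhancer read-out: after compound pinning and an initial kinetic agonist-mode read, an EC20 of TRH (10 nM final) was injected and fluo-8 calcium signal (Ex 480/Em 530) followed at 1 s/cycle for 100 cycles in TRHR-expressing cells.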
D1 antag: antagonists of human D1 dopamine receptor | P21728 | HEK293 TREx D1 cells, calcium flux, dopamine EC80; hits give low values | activity change, negative = inhibition, % at 10 µM | 360,000 compounds, 3.2% hits; in the data active = activity change below about -30%; note: % is set by controls: 0 for no effect and ±100 for the full control effect
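Compound effects on dopamine-evoked calcium signalling were measured in tetracycline-induced HEK293 Trex D1 cells. Dopamine at EC80 followed a 180 s compound pre-read, and fluorescence was tracked kinetically for 180 s more.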
D2 PAM: positive allosteric modulators of human D2 dopamine receptor; potentiation, % at 10 µM; 340,000 compounds, 0.34% hits; P14416; HEK293 T-REx D2, calcium flux, EC20 dopamine potentiation; AID 485347;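 active = potentiation over 3 SD above the plate norm, cut at about 30% in these data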; note: 0% is about no effect
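Primary screen. Calcium kinetics in induced HEK293 T-REx D2 cells: compound pre-addition 180 s, EC20 dopamine, 180 s more.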
D2 ag: D2 dopamine receptor (human) agonism; P14416; HEK293 T-REx D2 cells, calcium flux agonist mode; activation, % at 2 µM; 340,000 compounds, 0.53% hits; AID 485358;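 active = activation over 3 SD above normal in the single-dose calcium agonist read, cut at about 30% in these data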; note: 0% is about no effect
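Agonism scored from kinetic calcium signal (1 read/sec, 180 s) following compound pin transfer, after a 10 s baseline. Cells: HEK293 Trex line expressing inducible D2 receptor coupled to calcium, dye-loaded after overnight culture at 30 C.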
The depositor's hits bear a star; / = no result given; & = joins results of further samples. Cut-off read from the data, not from the text of the source, unless noted: active = activation above about 30%; inactive = the rest.

SMILES	RXFP1 antagonist	D1 agonist	D2 antag	D1 potentiator	TRHR agonist	TRHR PAM	D1 antag	D2 PAM	D2 ag
CCN1C(=O)/C(=C\c2cn(-c3ccccc3)nc2-c2cccnc2)SC1=S	-5	2	0	1	0.5	2	23	14	0.6
COc1ccccc1CNc1nccn(-c2ccc(F)cc2)c1=O	/	0	/	4	0.3	-11	16	11	-0.1
Cc1cc(C)cc(NS(=O)(=O)Cc2ccccc2)c1	-1	4	0	-10	-1.5	-1	0	-1	0.7
COc1ccc(Nc2nc(N)nc(CSc3nnc(N)s3)n2)cc1	4	2	38*	-1	-0.3	9	-19	-7	-0.7
CCN(C(=O)c1cn(-c2ccc(OC)cc2)c(=O)c2ccccc12)c1cccc(Cl)c1	1	6	/	-1	1.1	22	-3	6	1.5
CCCn1c(=O)[nH]c(=O)c2c1nc(-c1cccs1)n2CCOC	2	4	12	-1	-0.2	-5	22	2	-0.3
COC(=O)c1c(-c2ccccc2)csc1NC(=O)CSc1ncnc2sc(C)c(C)c12	-1	2	13	-4	-0.3	-2	0	-6	0.3
Cc1cc(C)c(C(=O)CSc2nc(C)cc(C)c2C(N)=O)c(C)c1	-7	3	7	-5	-0.5	-2	-6	5	0.0
Cc1ccccc1NC(=O)c1csc2c1CCCC2	-1	10	4	-3	0.0	-3	-11	1	-0.6
CCOc1ccccc1N(CC(=O)N1CCOCC1)S(=O)(=O)c1ccc(SC)cc1	-4	2	19	-1	92*	-3	20	/	6.5
CC(NC(=O)CN1C(=O)COc2ccc(S(=O)(=O)N3CCCCCC3)cc21)c1ccccc1 (configuration not stated)	/	3	/	-4	0.4	-2	-1	2	-1.4
CCOC(=O)c1c(C)[nH]c(C)c1S(=O)(=O)N(C)CC(=O)NCc1cccc(C)c1	-3	2	10	2	0.3	-1	-3	2	-0.2
Cc1c(N=C/C=C2/N(C)c3ccccc3C2(C)C)c(=O)n(-c2ccccc2)n1C	-6&-5	5	-34	-10	1.6	3	-16	6	1.2
CCOC(=O)c1c(C)c(C(=O)NC(C)COC)c(C)n1C (configuration not stated)	4	-3	-3	-2	-0.1	5	-2	2	-0.2
Cc1onc(-c2ccccc2)c1C(=O)Nc1sccc1C#N	-13	23	-1	3	13	-2	4	6	7.3
O=C1CSC(c2ccncc2)N1Cc1ccco1 (configuration not stated)	23	0	-7	4	0.3	3	2	-6	0.4
CCN(C(=O)Cc1c(C(=O)O)n(C)c2ccccc12)c1cccc(C)c1	10	0	/	-1	0.3	-3	2	/	/
Cc1ccc(-c2c(C)sc(NC(=O)C3C4CCC(O4)C3C(=O)O)c2C(=O)OC(C)C)cc1 (configuration not stated)	-12	1	-13	-1	-0.3	2	9	3	0.8
Nc1nc(-c2ccccc2)nn1C(=O)c1ccco1	-10	3	7	-6	0.4	-4	-34*	2	-0.3
Cc1[nH]c(C)c(S(=O)(=O)N2CCN(c3ccccc3)CC2)c1C(=O)N1CCCC1	13	3	-32	-3	-0.8	0	3	8	0.3
O=C1CCCc2c1[nH]c1ccc(Cl)cc21	-10	0	-38	-1	0.0	3	-6	6	-0.2
O=C(CSc1nnc(NC(=O)c2ccc(F)cc2F)s1)NC1CCCC1	-3	3	-17	0	1.0	-5	-3	-8	-2.0
Cc1noc(/C=C/N(C)C)c1S(=O)(=O)N1CCC(C(=O)O)CC1	-3	-1	3	-3	0.7	7	6	-6	0.0
Nc1nccc(/C=C/c2c(Cl)cccc2Cl)n1	-34	1	-7	-1	-1.7	2	-11	-2	-1.0
CC(=O)c1sc(N2C(=O)c3oc4ccccc4c(=O)c3C2c2ccc(C)cc2)nc1C (configuration not stated)	-11	1	/	-6	0.7	0	2	-4	0.5
COc1cc(/C=C2\C(=N)N3N=C(S(C)(=O)=O)SC3=NC2=O)ccc1OCCOc1ccc(C)cc1	-4	6	1	-5	1.7	-7	-6	0	0.9
c1coc(CNc2nc(N3CCCCC3)nc3ccccc23)c1	-12	19	10	-20	-0.5	1	-32*	0	0.6
Cc1ccc(OCC(=O)Nc2ccccc2-c2ccccc2)cc1	7	5	21	3	0.3	11	-26	-5	0.8
CCCc1c(C)[nH]c2ccc(NC(C)=O)cc2c1=O	-16	1	12	-1	-0.5	-2	-5	-2	0.6
COc1ccc(NC(=O)COC(=O)CCOc2ccccc2C)cc1Cl	-3	1	-2	0	-0.2	-1	3	-1	0.1
CCn1c(CSc2nc3ccccc3s2)nnc1SCC(=O)NCC(=O)OC	-10	1	1	-1	0.0	3	/	-7	-0.3
Cc1ccc(NC(=O)CCn2c(=S)oc3ccccc32)cc1F	13	1	5	2	-0.7	2	8	-4	0.0
CN1CCN(Cc2nc3ccccc3c(=O)n2Cc2nc(-c3ccccc3F)cs2)CC1	-2	8	3	-1	0.8	6	-27	-5	1.4
CCOc1ccc(/C=C/C(=O)Nc2ccc(OC)cc2[N+](=O)[O-])cc1	-5	4	-13	-9	1.0	5	1	1	-0.1
O=C(CSc1nnc(-c2ccco2)o1)NC(=O)Cc1ccccc1	0	4	6	-3	-0.5	-1	5	3	-1.4
Cc1c2c(nc3nc4ccccc4n13)CCCC2=O	/	2	-16	-4	0.0	-6	16	-3	-0.1
COc1ccc(-n2c(SCC(=O)Nc3cccc(C)c3C)nc3c([nH]c4ccccc43)c2=O)cc1	-20	1	/	-2	0.3	2	1	9	-0.4
CN(C)S(=O)(=O)c1ccc(N2CCOCC2)nc1	5	2	1	0	0.0	-4	-5	-1	-0.2
O=C(N/N=C/c1ccc(COc2ccc(Br)cc2)o1)c1ccco1	-2	1	9	-11	-0.1	-9	8	-7	-0.3
COc1ccc(C(=O)Nc2ccc(NC(=O)c3cccs3)cc2)cc1OC	-8	-2	/	-3	4.3	-4	-27	-4	0.0
COc1ccccc1N1CCN(C2CCCN(C(=O)CN3CCCCC3=O)C2)CC1 (configuration not stated)	-6	1	-3	0	0.0	-6	-1	-2	16
O=S(=O)(c1ccc(Br)cc1)N1CCN(Cc2ccco2)CC1	-6	2	5	-3	-0.1	-6	-6	15	0.3
Cc1ccccc1CN1CCN(C(=O)c2cccc(F)c2)CC1	-6	2	4	-7	-1.5	-5	-12	-7	0.0
O=C(COC(=O)c1ncc(Cl)c(Cl)c1Cl)NCc1cccs1	-4	2	-5	-5	-0.4	2	-5	-3	-0.9
CCn1c(CCNC(=O)c2ccco2)nc2ccccc21	2	1	-26	-9	0.2	-2	0	/	8.4
CCCN(Cc1cccs1)C(=O)Nc1ccc(F)c(Cl)c1	-22	-1	/	-2	-0.7	4	2	-1	-1.0
Cc1oc(C(C)(C)C)cc1C(=O)N1CCN(c2ncccc2C(F)(F)F)CC1	-27	8	15	6	-0.7	-2	-1	-19	0.1
CCOc1ccc(OCC)c(NC(=O)CCSCCc2ccccn2)c1	-30	1	8	-1	-1.2	0	8	17	-0.7
O=C(CCC1CCCN(C(=O)c2ccsc2)C1)NCc1ccc(F)c(F)c1 (configuration not stated)	9	-1	-17	0	-0.3	-5	2	6	-0.4
O=C(Cn1nc(C(=O)O)c2ccccc2c1=O)c1c[nH]c2ccccc12	-13	6	-10	-2	0.5	5	3	1	0.2
CCc1nnc(NC(=O)CSc2nc3c(c(=O)n2-c2ccccc2OC)SCC3)s1	-18	0	-5	2	-1.0	5	-13	10	1.0
Cc1ccc(C)c(OCCC(=O)OCC(=O)NC2CCS(=O)(=O)C2)c1 (configuration not stated)	-1	2	8	-4	-0.1	-1	-5	16	0.2
O=[N+]([O-])c1ccc(Nc2ccccn2)c([N+](=O)[O-])c1	5	5	-5	-2	-1.1	8	-4	10	-2.2
Cc1cc(C)cc(NC(=O)N2CCN(C/C=C/c3ccccc3)CC2)c1	-3	0	/	-6	-0.2	4	/	/	/
O=C(Nc1ccccc1N1CCOCC1)C1(c2ccc(Cl)cc2)CCC1	-17	8	11	7	0.1	0	34	-6	0.2
COc1cccc(CNCc2ccco2)c1O	9	4	25	0	0.2	10	9	3	5.4
CCOc1cc2c(cc1OCC)C(c1ccc(OC)c(OC)c1)N(c1ccc(C(=O)O)cc1)C(=O)C2 (configuration not stated)	-4	0	-21	-3	0.4	1	-10	10	0.8
CCOC(=O)c1sc(/N=C/N(C)C)nc1C	/	2	14	0	0.5	-2	-7	-2	-0.1
CC(Nc1cccc2ccccc12)C(=O)N/N=C/c1ccccn1 (configuration not stated)	6	0	-6	-4	0.1	22	0	3	-0.6
COC(=O)C1=C(C)N(C)C(=S)NC1c1ccc(OC)cc1OC (configuration not stated)	2	14	-11	2	0.4	4	-18	3	-0.6

Some of the entries so far, comma-delimited:
mol,RXFP1 antagonist,D1 agonist,D2 antag,D1 potentiator,TRHR agonist,TRHR PAM,D1 antag,D2 PAM,D2 ag
CCCN(Cc1cccs1)C(=O)Nc1ccc(F)c(Cl)c1,-22,-1,/,-2,-0.7,4,2,-1,-1.0
Cc1oc(C(C)(C)C)cc1C(=O)N1CCN(c2ncccc2C(F)(F)F)CC1,-27,8,15,6,-0.7,-2,-1,-19,0.1
CCOc1ccc(OCC)c(NC(=O)CCSCCc2ccccn2)c1,-30,1,8,-1,-1.2,0,8,17,-0.7
O=C(CCC1CCCN(C(=O)c2ccsc2)C1)NCc1ccc(F)c(F)c1 (configuration not stated),9,-1,-17,0,-0.3,-5,2,6,-0.4
O=C(Cn1nc(C(=O)O)c2ccccc2c1=O)c1c[nH]c2ccccc12,-13,6,-10,-2,0.5,5,3,1,0.2
CCc1nnc(NC(=O)CSc2nc3c(c(=O)n2-c2ccccc2OC)SCC3)s1,-18,0,-5,2,-1.0,5,-13,10,1.0
Cc1ccc(C)c(OCCC(=O)OCC(=O)NC2CCS(=O)(=O)C2)c1 (configuration not stated),-1,2,8,-4,-0.1,-1,-5,16,0.2
O=[N+]([O-])c1ccc(Nc2ccccn2)c([N+](=O)[O-])c1,5,5,-5,-2,-1.1,8,-4,10,-2.2
Cc1cc(C)cc(NC(=O)N2CCN(C/C=C/c3ccccc3)CC2)c1,-3,0,/,-6,-0.2,4,/,/,/

Other compounds
SMILES	RXFP1 antagonist	D1 agonist	D2 antag	D1 potentiator	TRHR agonist	TRHR PAM	D1 antag	D2 PAM	D2 ag
CC(C)c1cccc(OCCCCN(C)C)c1	7	19	-24	-9	0.5	7	-2	-19	0.1
O=C1CCCC2=C1C(c1ccc(O)cc1)c1c(ccc3ccccc13)N2 (configuration not stated)	-13	1	0	-13	1.9	2	-53*	7	2.5
Cc1cc(C)c2[nH]c(=O)c(CN(Cc3cccs3)C(=S)NCC3CCCO3)cc2c1 (configuration not stated)	-8	-1	/	-6	-0.7	-3	-31*	/	/
CC(C)c1ccccc1NC(=O)C1C2C=CC(C2)C1C(=O)O (configuration not stated)	/	3	12	-2	0.1	-1	19	7	0.7
